Compound activity from PubChem BioAssay.
PAD4 FP inh = PAD4 (human) enzyme inhibition; Q9UM07; recombinant PAD4, RCA probe fluorescence polarization; inhibition, % at 6.36 µM; actives 0.41% (n = 330,000); AID 485272;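 active = percent inhibition above a cutoff equal to the mean of all tested compounds plus 3 SD, cut at about 15% in these data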;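 also: 0% = PAD4 with RCA probe and DMSO and 100% = probe without PAD4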
GSTO1 counter = counter-screen for RBBP9 inhibitors: inhibitors of human GSTO1; P78417; recombinant GSTO1, activity-based probe fluorescence polarization; inhibition, % at 5.96 µM; actives 1.1% (n = 300,000); AID 1974;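 active = inhibition above the campaign mean inhibition plus 3 SD, cut at about 35% in these data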;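 also: 0% = GSTO1-1 with DMSO and 100% = wells lacking GSTO1-1 enzyme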
EBNA-1 inhibitor = blocks EBNA-1 binding to DNA; inhibition, % at 14.8 µM; AID 1950; actives 0.34% (n = 300,000); EBNA-1 DNA binding, fluorescence polarization; in the data active = inhibition above about 28%
LYPLA1 inh = LYPLA1 (human) inhibition in PME1 counter-screen. O75608. recombinant LYPLA1, FP-Rh probe fluorescence polarization. inhibition, % at 5.9 µM. actives 0.16% (n = 320,000);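 active = inhibition above the mean of all tested compounds plus 3 SD, set per campaign, cut at about 14% in these data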;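 also: inhibitors block serine hydrolase probe labeling of LYPLA1 so polarization falls; 0% = enzyme with DMSO and 100% = wells lacking LYPLA1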
Target sequence (O75608 whole entry, looked up): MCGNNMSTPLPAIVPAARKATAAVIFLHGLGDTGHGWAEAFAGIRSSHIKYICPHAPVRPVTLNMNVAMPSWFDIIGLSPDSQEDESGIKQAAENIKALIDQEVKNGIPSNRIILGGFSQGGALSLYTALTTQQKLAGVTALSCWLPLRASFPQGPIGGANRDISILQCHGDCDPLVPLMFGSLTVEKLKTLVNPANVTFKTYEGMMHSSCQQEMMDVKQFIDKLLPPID
LYPLA2 inh = LYPLA2 (human) inhibition in PME1 counter-screen; O95372; recombinant LYPLA2, FP-Rh probe fluorescence polarization; inhibition, % at 5.9 µM; actives 0.38% (n = 320,000);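 active = inhibition above the screen-wide mean plus 3 SD, limit set per campaign, cut at about 26% in these data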;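 also: 0% = LYPLA2 with DMSO and 100% = wells lacking LYPLA2 enzyme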
Target sequence (O95372 whole entry, looked up): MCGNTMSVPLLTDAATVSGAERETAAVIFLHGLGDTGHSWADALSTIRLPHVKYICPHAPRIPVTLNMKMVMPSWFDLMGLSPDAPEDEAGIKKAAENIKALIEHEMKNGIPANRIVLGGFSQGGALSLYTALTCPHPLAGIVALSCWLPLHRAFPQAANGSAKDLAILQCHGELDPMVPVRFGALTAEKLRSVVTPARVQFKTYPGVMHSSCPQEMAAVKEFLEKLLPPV
ZTA DNA inh = ZTA (EBV) inhibition in EBNA-1 counter-screen; inhibition, % at 11 µM; actives 0.15% (n = 320,000); P03206; ZTA-DNA binding, fluorescence polarization; AID 2234; in the data active = inhibition above about 33%
Target sequence (P03206 whole entry, looked up): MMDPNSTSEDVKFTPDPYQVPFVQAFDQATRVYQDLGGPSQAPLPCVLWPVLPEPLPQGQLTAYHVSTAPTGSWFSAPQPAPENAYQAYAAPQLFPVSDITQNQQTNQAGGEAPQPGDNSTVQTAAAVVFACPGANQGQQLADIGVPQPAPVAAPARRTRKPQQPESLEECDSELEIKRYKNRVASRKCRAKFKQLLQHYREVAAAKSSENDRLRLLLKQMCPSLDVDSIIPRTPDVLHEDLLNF
PAFAH2 inh = PAFAH2 (human) inhibition | recombinant PAFAH2, FP-rhodamine activity probe, fluorescence polarization | inhibition, % at 3.39 µM | actives 0.99% (n = 340,000) | AID 492956;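 active = inhibition above the mean over all tested compounds plus 3 SD, cut at about 30% in these data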;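 also: inhibitors block probe labeling of enzyme so polarization drops; 0% = enzyme with DMSO and 100% = wells lacking PAFAH2 protein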
PAFAH1B3 FP inh = inhibitors of human PAFAH1B3; AID 492972; inhibition, % at 3.39 µM; recombinant PAFAH1B3, FP-rhodamine probe, fluorescence polarization; actives 0.28% (n = 340,000); Q15102;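 active = inhibition above the screen-wide average of all tested compounds plus 3 SD, cut at about 25% in these data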;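 also: 0% = enzyme with DMSO only and 100% = wells lacking PAFAH1B3 protein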
Target sequence (Q15102 whole entry, looked up): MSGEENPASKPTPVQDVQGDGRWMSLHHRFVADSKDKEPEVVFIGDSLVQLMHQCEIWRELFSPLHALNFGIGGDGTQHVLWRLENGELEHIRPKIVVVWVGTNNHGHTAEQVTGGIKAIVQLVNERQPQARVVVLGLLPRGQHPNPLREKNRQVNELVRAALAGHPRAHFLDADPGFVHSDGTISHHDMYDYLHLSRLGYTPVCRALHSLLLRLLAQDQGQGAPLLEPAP
PREPL inh = inhibitors of human prolyl oligopeptidase-like enzyme PREPL. actives 0.68% (n = 320,000). AID 2751. inhibition, % at 5.96 µM. recombinant PREPL, fluorescence polarization activity-based probe; in the data active = inhibition above about 43%;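 also: 0% = enzyme with DMSO and 100% = wells lacking enzyme; many of its hits are not listed in these tables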
Active calls of the source: *; . = not tested or not shown. Some of the compounds tested; rates above refer to the full screens.

Start of the listing, in advance, 4 compounds:
SMILES	PAD4 FP inh	GSTO1 counter	EBNA-1 inhibitor	LYPLA1 inh	LYPLA2 inh	ZTA DNA inh	PAFAH2 inh	PAFAH1B3 FP inh	PREPL inh
CCC(CO)Oc1cc(NCc2ccccc2O)c2ncn(C(C)C)c2c1 (configuration not stated)	-3	.	.	.	.	.	-1	10	14
CCNc1ccc(C(=O)OCC(=O)NC(=O)NCC(C)C)cc1[N+](=O)[O-]	-3	2	-6	5	5	-12	33*	8	9
CC(C)(C)c1ccc(CN2C3=NCCCN3c3ccccc32)cc1	-1	-5	-9	-3	6	-6	-6	0	11
Cc1csc(NC(=O)CSc2nnc3ncccn23)n1	3	5	-4	-1	0	-8	-6	7	-11

The whole of this part, repeating the preview:
SMILES	PAD4 FP inh	GSTO1 counter	EBNA-1 inhibitor	LYPLA1 inh	LYPLA2 inh	ZTA DNA inh	PAFAH2 inh	PAFAH1B3 FP inh	PREPL inh
CCC(CO)Oc1cc(NCc2ccccc2O)c2ncn(C(C)C)c2c1 (configuration not stated)	-3	.	.	.	.	.	-1	10	14
CCNc1ccc(C(=O)OCC(=O)NC(=O)NCC(C)C)cc1[N+](=O)[O-]	-3	2	-6	5	5	-12	33*	8	9
CC(C)(C)c1ccc(CN2C3=NCCCN3c3ccccc32)cc1	-1	-5	-9	-3	6	-6	-6	0	11
Cc1csc(NC(=O)CSc2nnc3ncccn23)n1	3	5	-4	-1	0	-8	-6	7	-11
COc1ccc(CCNc2nc(-c3cccnc3)cs2)cc1OC	-3	6	-11	6	3	-14	1	-6	-2
COC(=O)Nc1nc2ccc(-c3n[nH]c(=O)c4ccccc34)cc2[nH]1	3	10	5	6	1	-14	-2	8	3
CC(Cc1ccccc1)NC(=O)C1(c2ccccc2)CCOCC1 (configuration not stated)	5	5	-5	0	-2	-1	3	6	8
CC(=O)Nc1ccc(Nc2cc(C)nc3c(-c4ccc(Cl)cc4)c(C)nn23)cc1	-1	-1	-7	-2	-2	27	8	0	4
CCc1ccc(Nc2n[n+](-c3ccccc3)c(-c3ccc(N(CC)CC)cc3)s2)cc1	-1	5	-6	3	0	-10	10	5	64*
Nc1cccc(CCc2nc3cc4ccccc4cc3[nH]2)c1	-2	3	-4	3	1	7	-5	9	16
COc1cc(C(=O)O/N=C2\C=CC(=O)C(C)=C2)cc(OC)c1OC	-1	31	9	5	6	6	4	2	2
CCOC(=O)C(O)(C1C(=O)CC(C)(C)CC1=O)C(F)(F)F (configuration not stated)	-6	6	-13	7	9	-5	1	7	-5
O=C(Cn1nnc(-c2ccc(Cl)cc2)n1)NC1CC2CCC1C2 (configuration not stated)	-1	-12	-6	-6	-2	1	-4	4	2
COc1cccc(C(=O)NC(=S)Nc2ccccc2N2CCCC2)c1	-2	24	4	-5	-2	-5	-9	3	4
O=S(=O)(NCc1ccco1)c1ccc(S(=O)(=O)N2CCCC2)cc1	-4	-5	-4	1	-6	3	-1	4	3

Shown with two lines to a compound: entries from further up
Order of results – PAD4 FP inh, GSTO1 counter, EBNA-1 inhibitor, LYPLA1 inh, LYPLA2 inh, ZTA DNA inh, PAFAH2 inh, PAFAH1B3 FP inh, PREPL inh
> Nc1cccc(CCc2nc3cc4ccccc4cc3[nH]2)c1
    -2, 3, -4, 3, 1, 7, -5, 9, 16
> COc1cc(C(=O)O/N=C2\C=CC(=O)C(C)=C2)cc(OC)c1OC
    -1, 31, 9, 5, 6, 6, 4, 2, 2

(further entries)
SMILES	PAD4 FP inh	GSTO1 counter	EBNA-1 inhibitor	LYPLA1 inh	LYPLA2 inh	ZTA DNA inh	PAFAH2 inh	PAFAH1B3 FP inh	PREPL inh
CCOc1cc(C(c2c(O)nc(SC)[nH]c2=O)c2c(O)nc(SC)[nH]c2=O)ccc1O	3	2	-2	-2	-1	6	.	.	12
COc1ccc(CNc2nc(Cl)c(C#N)s2)cc1	0	2	-4	-4	1	-13	4	3	-1
CCC(CC)NC(=O)c1cc(OC)c(OC)c(OC)c1	-8	-7	-10	3	-4	2	5	-7	8
C=CCN1C(c2ccccc2)=CS/C1=C(\C#N)c1nnc2n1CCCCC2	1	-3	2	0	0	17	3	4	9
O=C(CSCc1ccco1)Nc1cc(C(F)(F)F)ccc1N1CCOCC1	-5	3	1	1	1	0	2	-3	8
CC1(c2ccc(OC(F)F)cc2)NC(=O)N(CC(=O)NC2CCCC2)C1=O (configuration not stated)	0	.	.	2	2	10	2	0	-2
CCc1cc2c(-c3ccccc3)cc(=O)oc2c(CN2CCOCC2)c1O	1	0	4	4	4	-2	7	0	-3
CCOC(=O)N1CCN(c2cc(N3CCN(CC)CC3)c(F)cc2[N+](=O)[O-])CC1C (configuration not stated)	-1	6	2	0	2	4	0	4	1
CCCN(CCC)C(=O)CSc1nc2n[nH]c(C)c2c(=N)n1-c1ccc(OCC)cc1	-5	-3	-9	-5	-4	-1	-8	13	55*
O=C(CN(C(=O)CCC(=O)Nc1nccs1)c1cccc(F)c1)NCc1ccccc1	-2	3	-4	4	0	7	0	9	-9
CCCCN(C(=O)C1CCC1)c1c(N)n(CCC)c(=O)[nH]c1=O	0	9	-18	-1	6	-12	-1	-1	-5
COc1cccc(-c2ccc(NC(=O)C3CCCN(Cc4ccc(CO)o4)C3)cc2)c1 (configuration not stated)	1	-2	2	4	6	-4	-2	-7	-3
Cc1cc(OCCOc2cccc3cccnc23)cc(C)c1Cl	-3	-7	2	-3	3	-13	-2	12	-10
CCOC(=O)COn1c(=O)c(=O)n(OC)c2ccccc21	-4	3	0	0	-3	1	7	4	-2
CN(C)C(=O)c1cc(C(=O)c2ccc(C(F)(F)F)cc2)c[nH]1	2	5	0	-1	-8	-7	0	0	6

Results in PAFAH1B3 FP inh and PREPL inh, for 2 of the compounds above:
smiles	PAFAH1B3 FP inh	PREPL inh
CC(=O)Nc1ccc(Nc2cc(C)nc3c(-c4ccc(Cl)cc4)c(C)nn23)cc1	0	4
CCc1ccc(Nc2n[n+](-c3ccccc3)c(-c3ccc(N(CC)CC)cc3)s2)cc1	5	64*

(listing goes on)
SMILES	PAD4 FP inh	GSTO1 counter	EBNA-1 inhibitor	LYPLA1 inh	LYPLA2 inh	ZTA DNA inh	PAFAH2 inh	PAFAH1B3 FP inh	PREPL inh
COc1ccc2[nH]c(C(=O)N3CCC(CO)(Cc4cccc(C(F)(F)F)c4)CC3)c(C)c2c1	0	-1	-4	19*	4	11	0	4	7
CC(C)CCN1CCN(CC#Cc2ccccc2)CC1CCO (configuration not stated)	-1	4	-3	2	4	-4	-2	8	11
Cc1cccc(CNc2ncc(-c3cccc([N+](=O)[O-])c3)n2C)c1	1	4	2	-1	-1	0	-3	11	-82
COc1ccc(C(C(=O)NCC2CCCO2)N(C(=O)Cn2nnc3ccccc32)c2ccc(NC(C)=O)cc2)c(OC)c1 (configuration not stated)	0	7	0	-3	-4	1	-1	9	-2
CCCNC(=O)COC(=O)c1ccccc1OCC(=O)Nc1ccc(Br)cc1	2	1	-2	2	-1	-2	12	-7	0
COc1ccc(-c2cc3nc(C)cc(N)n3n2)cc1	1	5	2	-2	1	2	0	1	15
Clc1ccc(CN2CC[C@H]3C=CCc4cccc(c43)C2)cc1	1	.	.	-1	2	-3	0	6	14
CCCc1nc2sc3ccccc3c(=O)c2c(=O)n1CCOC	0	0	5	3	-3	-3	.	.	4
CCCc1[nH]nc2c1C(c1cc(OC)cc(OC)c1)C(C#N)=C(N)O2 (configuration not stated)	-2	1	-6	-5	3	7	7	9	11
O=C(CCCN1C(=O)c2ccccc2C1=O)N1CCCCC1	-7	0	6	2	2	6	-3	2	-5
CC(C)NCC(O)c1ccc(NS(C)(=O)=O)cc1 (configuration not stated)	0	-5	6	-1	3	6	2	9	4
O=C(Cc1ccccc1[N+](=O)[O-])Nc1ccc(S(=O)(=O)N2CCCC2)cc1	-4	3	-2	-1	4	-3	1	-3	10
Cc1c(=O)n(OCc2ccccn2)c2ccccc2[n+]1[O-]	4	-3	-2	-1	-3	1	-4	1	-3
O=C(c1ccc(C(F)(F)F)cc1)C1CCCN(C(=O)Cn2cncn2)C1 (configuration not stated)	-1	2	6	4	4	-17	-2	17	10
COc1cc(C(=O)Nc2ccc([N+](=O)[O-])cn2)cc(OC)c1OC	5	4	11	0	1	-5	0	0	20
CC(=O)C[C@H](O)CC(=O)[C@H]1OC(=O)CCCCCCc2ccccc21	2	.	.	.	.	.	6	-5	9
Cc1ccc(NC(=O)C[n+]2cc(-c3ccc(C)cc3)n3c2CCC3)cc1	1	5	9	2	3	0	3	5	15
CCC1(CC)NC(=O)N(CC(=O)Nc2ccc(S(=O)(=O)N3CCOCC3)cc2)C1=O	-2	-2	-19	-1	1	0	-2	4	-11
COc1ccc(S(=O)(=O)N(C)C)cc1NS(=O)(=O)c1ccc(F)c(F)c1F	-3	-6	1	0	-3	26	4	8	6
Cc1ccc(N2NC3(CCN(C(N)=O)CC3)NC2=O)cc1	-7	4	-12	-2	0	-21	.	.	-5
NC(=O)c1c(NC(=O)COC(=O)c2ccc(S(=O)(=O)Nc3ccccc3)cc2)sc2c1CCCC2	-4	-8	-6	-4	-3	9	6	-5	-11
Cc1ccc(C)c(NC(=O)C(=O)NCC2CCCN2S(=O)(=O)c2cccs2)c1 (configuration not stated)	3	4	8	1	3	19	-5	4	4
O=C(CC1SC(N2CCCCC2)=NC1=O)Nc1cccc(C(=O)O)c1 (configuration not stated)	2	-1	14	0	2	-12	2	5	-7
Cc1cc(NC(=O)CCC(=O)N(CC(=O)NCC2CCCO2)c2ccc(C)c(C)c2)no1 (configuration not stated)	2	-1	-12	-4	3	1	-8	1	-18
O=C(Nc1ccccc1N1CCCC1)c1ccccc1Cl	-4	0	0	0	0	0	-3	7	3
Cc1ccc(CSCCNC(=O)c2ccc(Cl)c(S(=O)(=O)N3CCOCC3)c2)cc1	3	-6	7	1	0	-1	-5	6	11
COc1ccc(C2/C=C\CN(S(=O)(=O)/C=C/c3ccccc3)[C@H](Cc3ccccc3)C(=O)N2Cc2ccc(F)cc2)cc1 (some centres not stated)	1	1	8	-1	-2	10	.	.	-15
O=[N+]([O-])c1ccc2nc(NS(=O)(=O)c3ccc(Cl)cc3)sc2c1	-6	-9	-7	-15	-8	-6	0	2	1
Brc1ccc(-c2csc(NNC3=NCCCCC3)n2)cc1	-1	4	18	2	1	23	-1	1	5
Cc1ccc2c(c1)nnn2C1CCN(C(=O)C23CC4CC(CC(C4)C2)C3)CC1	-1	-15	-6	-1	-6	-7	1	4	3

Single records, as listed above.
O=C(Cc1ccccc1[N+](=O)[O-])Nc1ccc(S(=O)(=O)N2CCCC2)cc1 is listed as PAD4 FP inh: -4; GSTO1 counter: 3; EBNA-1 inhibitor: -2; LYPLA1 inh: -1; LYPLA2 inh: 4; ZTA DNA inh: -3; PAFAH2 inh: 1; PAFAH1B3 FP inh: -3; PREPL inh: 10
CCC(CO)Oc1cc(NCc2ccccc2O)c2ncn(C(C)C)c2c1 (configuration not stated) is listed as PAD4 FP inh: -3; GSTO1 counter: .; EBNA-1 inhibitor: .; LYPLA1 inh: .; LYPLA2 inh: .; ZTA DNA inh: .; PAFAH2 inh: -1; PAFAH1B3 FP inh: 10; PREPL inh: 14
